# Rin1-Abl PPI inh – inhibitors of human Rin1-Abl protein interaction. TR-FRET Rin1/Abl binding, biochemical. inhibition, % at 7.35 µM. 360,000 compounds, 0.4% hits. AID 588664; in the data active = inhibition above about 5%, passing the limit was not always enough
# FAS TE block – FAS thioesterase (human) inhibition. recombinant FAS-TE, OMFH fluorogenic substrate, fluorescence endpoint. inhibition, % at 15 µM. 360,000 compounds, 0.67% hits;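 active = compounds whose normalised, plate-corrected inhibition of enzyme fluorescence in the single-dose primary screen is 50% or more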;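 also: 0% = DMSO with enzyme and 100% = substrate without enzyme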
# eLon inh – inhibitors of E. coli Lon protease; P0A9M0; purified E. coli Lon protease, fluorescence polarization; inhibition, % at 7.94 µM; 360,000 compounds, 0.42% hits; in the data active = inhibition above about 13%, passing the limit was not always enough;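 also: 0% = enzyme with probe and DMSO and 100% = no enzyme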
# SKN-1 inh – blocks SKN-1 activity in C. elegans; inhibition, % at 21.8 µM; C. elegans VP596 Pgst-4::GFP/RFP ratio, acrylamide-induced, 24 h; 360,000 compounds, 0.49% hits; AID 624304;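 active = interference check ratio from 0.5 to 1.5 plus GFP to RFP signal ratio inhibition reaching or exceeding a fixed threshold, cut at about 30% in these data, passing the limit was not always enough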; also: some compounds called inactive have numbers as strong as hits
# NRP1-CendR mod – NRP-1/CendR interaction modulation; O14786; FAM-RPARPAR peptide binding to NRP-1, fluorescence polarization; inhibition, % at 25 µM; 360,000 compounds, 0.85% hits; AID 602438;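 active = inhibition or corrected inhibition above about 18%, plus a signal ratio from 0.5 to 1.5, limit read from the data, passing the limit was not always enough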; also: strong numbers were not always called active
# bovine MsrA act – activates bovine MsrA enzyme; purified bovine MsrA, absorbance read-out; activation, % at 10.6 µM; 360,000 compounds, 0.3% hits; in the data active = activation above about 7.5%;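 also: 0% = vehicle and 100% = reference activator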
# Neddylation inh – blocks human cullin neddylation. P61081+Q13564. TR-FRET cullin neddylation, biochemical. calls only at 25 µM. 360,000 compounds, 0.58% hits. AID 651699; in the data active = inhibition above about 36%
# MT1-MMP act inh – inhibitors of human MT1-MMP activation; P50281; HT1080 RFP-PRO-GFP cells, GFP/RFP ratio fluorescence, overnight; percent of plate control window, DMSO zero; GFP/RFP ratio change, % at 20 µM; 360,000 compounds, 0.061% hits;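 active = GFP/RFP ratio change of at least 30% with cell ATP level not reduced by more than half and red fluorescence within 50% of control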; also: strong numbers were not always called active
#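 Assay system: HT1080 RFP-PRO-GFP cells | Dosing: 20 µM single dose, 1% DMSO | Incubation: Cells overnight before dosing, compound overnight, 37 °C, 5% CO2 | Evaluation: GFP/RFP fluorescence ratio | Control set: DMSO-only wells and HT1080 RFP-L50D-GFP cell wells as references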
# MsrA inhibitor – inhibitors of bovine MsrA; purified bovine MsrA, absorbance read-out; inhibition, % at 15.5 µM; 360,000 compounds, 0.75% hits; in the data active = inhibition above about 4.5%;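 also: 0% = vehicle wells with enzyme and 100% = reference inhibitor wells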
# Starred values were filed as active, the others as inactive; i = inactive; / = not tested or not shown.
SMILES,Rin1-Abl PPI inh,FAS TE block,eLon inh,SKN-1 inh,NRP1-CendR mod,bovine MsrA act,Neddylation inh,MT1-MMP act inh,MsrA inhibitor
CCCN(CC(=O)Nc1ccccc1OC)C(=O)c1ccc2c(c1)NC(=O)C(C)S2 (stereo not drawn),0,-6,-3,15,-1,-1,i,-2,0.9
COc1cc2c(cc1OC)CN(c1nc(CN3CCOCC3)nc3sc4c(c13)CCC(C)C4)CC2 (stereo not drawn),0,24,4,6,-10,-1,i,-15,1.6
Cc1ccc(S(=O)(=O)N2CCN(Cc3nc4sc5c(c4c(=O)[nH]3)CCCC5)CC2)cc1,-3,33,-8,17,-35,-7,i,-4,-0.4
Cc1ccc(NC(=O)COc2coc(CN3CCc4ccccc4C3)cc2=O)cc1Cl,0,-5,4,-4,20,-2,i,-6,-0.6
N#CC(=C1C=CC(=NO)C(Cl)=C1)c1ccc(Cl)cc1,1,-143,-2,0,10,-1,i,-8,1.0
CCOC(=O)[C@]12CCC=C1N(Cc1ccccc1)C(=O)[C@H](CC(=O)NCc1ccccc1)C2,/,-2,5,0,-10,2,i,2,0.4
CN(CCN1CCOCC1)Cc1nc(-c2cccs2)no1,4,-10,8,-6,4,-3,i,-1,0.1
COC(CNC(=O)c1ccc(CS(=O)(=O)c2c(Cl)cccc2Cl)o1)OC,2,-8,-9,-24,5,-1,i,-4,0.5
COc1ccccc1C(=O)NCC(=O)N/N=C(\C)Cc1ccccc1,1,-4,6,-3,-5,-3,i,-4,0.0
O=C(C=Cc1ccccc1)c1c[nH]c2ccccc2c1=O,-2,1,-8,8,-17,-11,i,-7,3.8
CC1CCCC(NC(=O)COC(=O)COc2ccc(C#N)cc2)C1C (stereo not drawn),1,2,-12,8,-10,-1,i,0,-0.1
c1ccc(CCCCN2CCN=C2Nc2ccccc2)cc1,0,-20,1,-9,-2,3,i,4,-0.1
Cc1ccc2c(c1)cc1c(=O)n(CC(=O)NCCCc3ccccc3)nc(C)n12,0,-2,-4,4,-4,-2,i,0,0.0
CCCOC1CCCN(C(=O)c2cc(Cl)c(Cl)cc2C(=O)O)C1 (stereo not drawn),2,-9,0,4,7,-2,i,0,0.8
Nc1ccc(N2N=C(N3CCCC3)CC2=O)cc1,1,-10,-4,-10,-5,-2,i,12,1.2
COc1cc(CC(=O)OCC(=O)NC(C)c2ccccc2)cc(OC)c1OC (stereo not drawn),2,-9,-10,-9,9,-10,i,0,0.0
CCCn1c(SCC(=O)NC(C)(C)C)nnc1C(C)C,1,-3,-9,11,1,3,i,1,1.4
CC(C)(C)C(=O)CSc1nc2ccccc2o1,2,-8,1,-7,3,-2,i,1,0.1
O=c1[nH]c2cc3ccccc3cc2nc1C(F)(F)F,-6,-1,26*,5,3,-4,i,-33,1.6
CCC/C(=N\NC(=O)C1CC1)c1ccccc1,0,-2,11,9,0,0,i,-1,-0.2
CCN(CC)C(=O)C1=C(C)N(Cc2ccc(C(C)(C)C)cc2)C(=O)C(CC(=O)NC(c2ccccc2)c2ccccc2)C1 (stereo not drawn),7,14,0,16,-4,-5,i,-16,1.0
CCN(c1ccc(C)cc1C)S(=O)(=O)c1nnc(NC(=O)C(C)(C)C)s1,-2,6,-3,-7,10,5,i,6,-0.8
Cc1cn([C@H]2C[C@H](O)[C@@H](/C=C/C(=O)NCCCc3ccccc3)O2)c(=O)[nH]c1=O,4,-2,-5,2,-12,-9,i,4,1.2
CC1CCC(NC(=O)CC2Oc3ccccc3NC2=O)CC1 (stereo not drawn),0,-2,0,7,8,-2,i,-3,0.5
Cc1ccc2nc(SCC(=O)Nc3ccc(F)c([N+](=O)[O-])c3)[nH]c2c1,-2,62*,6,1,-10,2,i,4,-0.9
Cc1ccc(SCc2nc(-c3ccccc3)no2)cc1,1,19,2,7,-13,-3,i,-4,-1.3
CCOC(=O)NC(C(F)(F)F)(C(F)(F)F)P(=O)(c1ccccc1)c1ccccc1,1,-13,-3,33,-5,-4,i,0,-0.8
COc1cccc2c3c(c(=O)[nH]c12)CCC(C)(C)O3,3,-8,-5,15,-16,-3,i,2,0.8
COc1ccc(CN2CCC(=O)N([C@H](CO)CC(C)C)CC2)cc1,1,-15,2,0,0,-2,i,1,0.1
CCCc1cc(-c2n[nH]c(=S)n2CC)c2ccccc2n1,-3,-8,3,1,-3,-4,i,-4,/
CNc1cc(C)nc(-n2nc(C)cc2C)n1,2,-5,-5,30,11,-4,i,5,0.7
Cc1nc2nc(Cc3ccccc3)[nH]n2c(=O)c1Cc1ccccc1,2,-4,1,-20,3,-5,i,6,0.5
Cn1c(CCNC(=O)c2ccccc2F)nnc1SCC(=O)Nc1nncs1,2,-4,1,-2,0,-3,i,-2,0.8
O=C(CCC1CCCN(C(=O)c2ccncc2)C1)NCc1ccc(F)c(F)c1 (stereo not drawn),0,-2,2,-5,12,-1,i,-5,-0.1
Cc1nnc2c(N3CCN(CCO)CC3)nc3ccccc3n12,1,-6,0,5,4,-4,i,3,2.9
Cc1onc(-c2ccccc2)c1C(=O)NNC(=O)c1ccccc1Br,1,-3,-3,-30,-12,-13,i,2,-1.8
Cc1ccc(OCC(=O)NNC(=O)C2CC(=O)N(c3ccc4c(c3)OCCO4)C2)cc1 (stereo not drawn),3,0,-3,7,9,-3,i,4,0.1
O=C(Nc1cccc(C(F)(F)F)c1)NC1CCN(S(=O)(=O)c2ccc(F)cc2)CC1,-3,10,-3,-5,-13,-3,i,4,0.6
O=C(Oc1ccc2c(c1)OCO2)c1cc2c(s1)CCC2,2,14,0,-7,8,-1,i,8,-0.3
CCOC(=O)N1CCN(C(=O)CN(c2ccccc2OC)S(=O)(=O)c2ccc(C)cc2)CC1,5,-30,-2,4,11,-6,i,1,-1.1

# Pulled by structure from the entries so far, 4 records:
SMILES,Rin1-Abl PPI inh,FAS TE block,eLon inh,SKN-1 inh,NRP1-CendR mod,bovine MsrA act,Neddylation inh,MT1-MMP act inh,MsrA inhibitor
CCOC(=O)N1CCN(C(=O)CN(c2ccccc2OC)S(=O)(=O)c2ccc(C)cc2)CC1,5,-30,-2,4,11,-6,i,1,-1.1
Cc1ccc(OCC(=O)NNC(=O)C2CC(=O)N(c3ccc4c(c3)OCCO4)C2)cc1 (stereo not drawn),3,0,-3,7,9,-3,i,4,0.1
Cc1cn([C@H]2C[C@H](O)[C@@H](/C=C/C(=O)NCCCc3ccccc3)O2)c(=O)[nH]c1=O,4,-2,-5,2,-12,-9,i,4,1.2
Cn1c(CCNC(=O)c2ccccc2F)nnc1SCC(=O)Nc1nncs1,2,-4,1,-2,0,-3,i,-2,0.8

# Later entries
SMILES,Rin1-Abl PPI inh,FAS TE block,eLon inh,SKN-1 inh,NRP1-CendR mod,bovine MsrA act,Neddylation inh,MT1-MMP act inh,MsrA inhibitor
Cc1ccc(S(=O)(=O)N2CCN(C(=O)COC(=O)c3c(C)cc(C)cc3C)CC2)c(C)c1,-2,24,-8,14,3,2,i,-2,1.5
CCCn1c(C2CCCN2c2nc(-c3ccc(OC)cc3)cs2)nc2ccccc21 (stereo not drawn),-1,22,-2,14,15,-2,i,-2,/
CCOc1ccccc1NC(=O)Nc1ccc(Br)cc1C,-1,0,-6,-8,-2,-8,i,3,-0.1
CC(C)(C)C(=O)OC/C(N)=N/OC(=O)c1ccccc1,1,-6,-6,4,-5,-1,i,3,-0.3
CCn1c(SC)nnc1C1CCCN(CC(=O)Nc2ccccc2N2CCOCC2)C1 (stereo not drawn),1,-9,-6,10,-5,0,i,-4,-0.2
Cc1nn(C(=O)Cn2ccc([N+](=O)[O-])n2)c(C)c1Br,1,-3,1,-1,-7,0,i,4,-1.0
C=CCn1c(SCC(=O)c2ccc(O)c(O)c2)nnc1-c1cccc(C)c1,-2,-7,6,16,-70,0,i,8,2.0
COC(=O)C(C(=O)N1CCN(C)CC1)C1CCCCCC1 (stereo not drawn),-2,-4,5,3,3,-2,i,-2,-1.4
Fc1ccccc1CSc1nncn1NCc1cccs1,-5,-8,-6,-9,7,-11,i,-8,0.6
N#Cc1cn(Cc2cccc(Cl)c2)c2ccccc12,0,15,3,13,-12,-9,i,3,0.1
Cc1nn(C)c(=S)n1-c1ccc(Cl)cc1,1,2,-1,4,-10,1,i,-4,-0.5
CCN1CCCC1CNC(=O)Cn1ncc2c(=O)oc3ccc(C)cc3c21 (stereo not drawn),-3,-6,0,-7,-5,-5,i,2,0.1
Nc1cc(C(F)(F)F)ccc1N1CCOCC1,-4,1,7,2,-8,0,i,2,1.6
COc1ccc(N2CCN(CC(=O)c3ccc(O)cc3O)CC2)cc1,-3,-6,-6,12,3,-2,i,-1,0.3
CC(=O)Nc1cc(-c2cccc(C(=O)N(C)C)c2)cn2c(-c3ccc(F)c(Cl)c3)cnc12,-1,8,-17,-3,-18,-3,i,-11,-0.6
CCN(C(=O)c1cc2cccc(OC)c2oc1=O)c1ccccc1,2,-3,-12,8,4,-5,i,10,0.7
O=C1CCC(C(=O)N2CCN(c3ccccc3Cl)CC2)CN1CC1CCCCC1 (stereo not drawn),-1,1,-9,-32,8,-11,i,6,-0.6
CCOC(=O)CNC(=O)CCCCCC(=O)NCC(=O)OCC,1,-6,-3,4,18,-4,i,2,1.4
CSc1ccc(-c2cccc([N+](=O)[O-])c2)nn1,-2,5,1,2,4,-17,i,-2,2.1
COc1ccccc1C(=O)NC(=S)Nc1ccccc1N1CCCCC1,-1,25,-6,-6,14,-4,i,-1,0.9
CCOC(=O)c1sc2nc3n(c(=O)c2c1C)CCC(C)CC3 (stereo not drawn),-6,-24,-4,8,9,-2,i,-2,0.3
CCCCN(C(=O)NC(=O)Nc1ccccc1OCC)S(C)(=O)=O,-1,8,-2,5,8,-4,i,4,-0.2
CCOc1ccc(S(=O)(=O)N2CCCCC2)cc1NC(=O)c1c(CC)noc1C,2,14,-9,-2,3,-2,i,-5,-0.1
O=C(CSc1nc2[nH]c(=O)cc(O)c2s1)Nc1nncs1,3,-9,-7,-15,-1,0,i,-2,-0.1
CC(C)c1ccc(C(=O)NN2C(=O)C3CCCCC3C2=O)cc1 (stereo not drawn),0,-10,-5,3,-13,-6,i,-7,-0.7
COCCNC(=O)c1ccc2c(=O)n(CCOC)c(=O)[nH]c2c1,2,-2,-10,-21,1,-5,i,3,0.1
CN(C(=O)c1cccc(NC(=O)C2CCCN(C(=O)OC(C)(C)C)C2)c1)C1CCC1 (stereo not drawn),1,-11,9,-3,8,-1,i,-1,-0.4
Cc1ccc(S(=O)(=O)NCC(=O)OC(C)C(=O)NCc2ccc3c(c2)OCO3)cc1 (stereo not drawn),2,3,-1,17,-12,-11,i,6,-0.2
CC(Oc1cc2oc(=O)c3c(c2cc1Cl)CCC3)C(=O)NCCCN1CCCC1=O (stereo not drawn),-2,-4,-2,6,9,-1,i,-3,2.4
Cc1cc(C)nc(NS(=O)(=O)c2ccc(NS(=O)(=O)c3ccccc3)cc2)n1,0,-8,-6,-2,2,-1,i,6,-0.9
Cc1cccc(NC(=O)c2cc(N3CCOCC3)nc3ccccc23)c1,2,6,4,-7,3,1,i,-3,1.5
CCc1ccc(OCC(=O)NC(NC(=S)Nc2ccccc2C)C(Cl)(Cl)Cl)cc1 (stereo not drawn),2,-6,1,3,-5,-2,i,-8,1.1
CCN(CC)S(=O)(=O)c1ccc(C)c(NC(=O)COC(=O)c2ccc(C)c(S(=O)(=O)N3CCOCC3)c2)c1,-4,17,3,-3,9,-2,i,2,0.5
COc1ccc(CN2C(=NC(=O)C3CC3)SC3CS(=O)(=O)CC32)cc1 (stereo not drawn),-4,-3,-2,16,1,-4,i,-1,-0.6

# Laid out differently: entries from further up
mol	Rin1-Abl PPI inh	FAS TE block	eLon inh	SKN-1 inh	NRP1-CendR mod	bovine MsrA act	Neddylation inh	MT1-MMP act inh	MsrA inhibitor
CN(C(=O)c1cccc(NC(=O)C2CCCN(C(=O)OC(C)(C)C)C2)c1)C1CCC1 (stereo not drawn)	1	-11	9	-3	8	-1	i	-1	-0.4
Cc1cccc(NC(=O)c2cc(N3CCOCC3)nc3ccccc23)c1	2	6	4	-7	3	1	i	-3	1.5
O=C(CSc1nc2[nH]c(=O)cc(O)c2s1)Nc1nncs1	3	-9	-7	-15	-1	0	i	-2	-0.1
